Assay outcomes from PubChem BioAssay.
p53ts 32C kill – kills p53ts cells at the permissive temperature. H1299-p53A138V at 32C, ATP luminescence viability, 24 h. Potency, µM (doses to about 46.1 µM), inactives show at the top dose activity change, negative = cytotoxicity, actives largely listed as cytotoxic. hit rate 0.93% among 130,000. AID 924;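 note: 0% = DMSO and -100% = full killing by reference compound; nearly all actives have a fitted effect of over 55% in size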
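ATP-content luminescence (ATPlite) read-out after 24 h compound exposure at 32C in H1299-p53A138V cells (600/well). Tested up to 46 uM. Normalized to DMSO (0%) and 100 uM tamoxifen (100% killing); Hill-fit AC50.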
Peg3 imprint – inducers of genomic imprint erasure in mouse ES cells | mouse ES Peg3-LacZ reporter, beta-gal luminescence, 40 h | Potency, µM (titrated, usually from 60.7 µM), for the others: at the highest dose activity change, positive = activation, usual class: activators | hit rate 0.02% among 110,000;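 note: 0% = negative control wells on the plate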
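Gelatin-coated wells received 300 freshly trypsinized female ES cells with a Peg3LacZ-Neo reporter on the maternal allele, then incubated 40 hours at 37C. BetaGlo was added for 5 minutes at room temperature before a single luminescence read.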
p53ts 39C kill – kills p53ts cells at the nonpermissive temperature | hit rate 1.5% among 130,000 | Potency, µM (series often up to 46.1 µM), for inactives: at the top dose activity change, negative = cell killing, actives largely listed as cytotoxic | H1299-p53A138V viability at 39C, ATP luminescence, 24 h; note: nearly all actives have a fitted effect of over 55% in size
IkB signaling – IkB pathway inhibition in ABC-DLBCL cells; ABC-DLBCL IkBa-CBG/CBR dual luciferase ratio, 4 h; response scale: scaled: untreated 0%, proteasome inhibitor 100%; Potency, µM (doses to about 57.1 µM), for inactives: at the top dose IkBa stabilization activation; hit rate 0.04% among 110,000; active = well fitted curve in the direction sought with a large enough effect in the signal ratio, not every such curve was filed as active; inconclusive = small, poorly fitted or top-dose-only effect, or a change in a side signal; the % refers to the signal ratio;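 note: the direction sought is a rising ratio; 0% = basal untreated cells and 100% = reference inhibitor full response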
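In this assay, an IκBα–CBG68 fusion accumulates when IKK-driven degradation is blocked; native CBR normalizes for cell number. OCI-Ly3 cells were treated 4 h with compound and doxycycline, then green and red light read after Chroma-Glo addition.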
The depositor's hits bear a star; u = inconclusive; x = not tested or not shown; [ ] = another dose, or the depositor's remark. Unless noted, calls come from the whole dose curve; as a rule, active = well fitted curve in the direction sought with a large enough effect; inconclusive = small, poorly fitted or top-dose-only effect, or another doubt; inactive = no such curve, though single readings can be large; an effect the other way counts as inactive or inconclusive. Unless noted, % is set by controls: 0 for no effect and ±100 for the full control effect; potency is the fitted concentration of half-maximal effect.

(1) Cc1ccc(CNC(=O)CCS(=O)(=O)c2ccc3c(c2)CC(C)N3C(=O)C2CC2)cc1 (stereo unspecified)
(2) O=C1C2ON(c3ccc(Br)cc3)C(c3cccnc3)C2C(=O)N1C1CCCCC1 (stereo unspecified)
(3) Cc1noc2ncnc(N3CCCC(C(=O)NCCC(C)C)C3)c12 (stereo unspecified)
(4) O=C(c1cccc(Cl)c1)N1CCCC(C(=O)N2CCCCCC2)C1 (stereo unspecified)
(5) Cc1cc(S(=O)(=O)NCC(=O)O)ccc1F
(6) COc1ccc(S(=O)(=O)N2CCC(C(=O)N3CCc4ccccc4C3)CC2)cc1
(7) COc1cc(/C=C/C(=O)C2C(=O)C=C(C)OC2=O)cc(OC)c1O (stereo unspecified)
(8) c1ccc(-c2nnc3sc(-c4ccncc4)nn23)cc1
assay / entry	1	2	3	4	5	6	7	8
p53ts 32C kill	11%	-2%	-9%	8%	-4%	2%	30%[activator]	8%
Peg3 imprint	25%[10.9 µM]	3%	-16%[10.9 µM]	-6%	-7%	-9%	x	-11%
p53ts 39C kill	-6%	-2%	12%	6%	-1%	-2%	1%	4%
IkB signaling	0.1%	0.4%	u	-0.4%	-0.3%	2.1%	x	-2.6%

(9) CCCCNC(=S)NNC(=O)c1nn(C)cc1Cl
(10) Cc1ccc(Cn2c(=O)n(CCCCC(=O)NCc3ccc4c(c3)OCO4)c(=O)c3ccccc32)cc1
(11) O=C(C1CCN(S(=O)(=O)c2cccc3cccnc23)CC1)N1CCN(c2ccccc2)CC1
(12) COc1ccc(NC(=O)CSc2nnc(Cc3ccccc3)o2)c(OC)c1
(13) Cc1ccccc1NC(=O)CC1C(=O)NCCN1C(=O)c1cccc(Cl)c1 (stereo unspecified)
(14) Fc1ccccc1CNCCCSc1nnnn1-c1ccccc1
(15) COc1cc(C2CC(=O)Nc3c2c(=O)[nH]c2nc4ccccc4n32)ccc1O (stereo unspecified)
(16) Cn1cccc1C(=O)OCc1csc(-c2ccccc2)n1
assay / entry	9	10	11	12	13	14	15	16
p53ts 32C kill	5%	0%	0%	-3%	-17%	-3%	-9%	u
Peg3 imprint	x	1%[10.9 µM]	-17%	22%	7%[10.9 µM]	-12%[10.9 µM]	-3%[10.9 µM]	-91%[inhibitor]
p53ts 39C kill	12%	12%	-8%	8%	0%	6%	-3%	u
IkB signaling	x	6.2%	2.5%	0.5%	2.4%	-0.1%	0.7%	u

(17) CCOC(=O)C1=C2SCCN2C(=O)C(C#N)C1(C)C (stereo unspecified)
(18) Cc1ccc(-c2nc(CS(=O)CC(=O)NC3CCCC3)c(C)o2)cc1 (stereo unspecified)
(19) CCCCOc1ccc(C(C)NC(=O)C2CCCN(S(=O)(=O)CC)C2)cc1 (stereo unspecified)
(20) CCCCNc1ncnc2c1nnn2C
(21) CCCCCn1c(NCc2ccccc2OC)nc2ccccc21
(22) O=C(NC1CCCC1)c1ccc2c(=O)n(Cc3ccccc3)c(SCc3cccc(F)c3)nc2c1
(23) COC(=O)CN1C(=O)C(O)(CC(=O)c2ccc(Br)cc2)c2ccccc21 (stereo unspecified)
(24) O=C(O)C1C2C=CC3(CN(Cc4ccco4)C(=O)C13)O2 (stereo unspecified)
assay / entry	17	18	19	20	21	22	23	24
p53ts 32C kill	-1%	-1%	4%	-13%	-27%	-6%	-4%	10%
Peg3 imprint	1%	-6%	-6%	12%[10.9 µM]	-16%[10.9 µM]	11%[10.9 µM]	-17%	-3%
p53ts 39C kill	-12%	-3%	-10%	-22%	u	-10%	-1%	5%
IkB signaling	-0.2%	0.5%	-0.2%	3.3%	u	0.9%	0.4%	1.3%

(25) COc1cccc(N2C(=O)C3C(C2=O)C2C=CC3C23CC3)c1 (stereo unspecified)
(26) Cc1ccc(CNC(C)c2ccccc2)s1 (stereo unspecified)
(27) Cc1ccc(CN(C(=O)COc2ccc(F)cc2)C2CCS(=O)(=O)C2)o1 (stereo unspecified)
(28) CNCCCc1[nH]nc(N)c1C#N
(29) O=C(O)C1CCCCC1C(=O)N1CC=C(c2ccccc2)CC1 (stereo unspecified)
(30) CN1CCN(CCCn2cnc3c(=O)oc4ccccc4c32)CC1
(31) CCOC(=O)C1=C(C)NC(C)=C(C(=O)OCC)C1C(=O)OCC(=O)N1CCCCC1CC (stereo unspecified)
(32) COc1ccccc1Oc1c(C)oc2cc(OC(=O)c3ccco3)ccc2c1=O
assay / entry	25	26	27	28	29	30	31	32
p53ts 32C kill	-5%	-8%	2%	2%	4%	-4%	5%	3%
Peg3 imprint	4%	-8%[10.9 µM]	-30%[inhibitor][10.9 µM]	4%	-31%[inhibitor]	1%	-6%	-12%
p53ts 39C kill	4%	0%	22%	-6%	-7%	3%	11%	2%
IkB signaling	0.0%	-0.4%	u	1.0%	3.2%	0.9%	2.3%	5.7%

(33) CCCCC(c1nnnn1CC1CCCO1)N1CCN(c2nc3ccccc3s2)CC1 (stereo unspecified)
(34) COc1ccc(-c2c(C#N)c(SCC(N)=O)nc3c2CCCC3)cc1
(35) COc1ccc(-c2csc3ncnc(Nc4cccc(F)c4)c23)cc1
(36) CC(=O)N1c2ccccc2C(=O)C1N1CCCCC1 (stereo unspecified)
(37) COc1ccccc1C(=O)Nc1nc2n(n1)C(c1ccc(F)cc1)C=C(c1ccc(Cl)cc1)N2 (stereo unspecified)
(38) CC(C)C1C(C#N)=C(N)Oc2n[nH]c(-c3cccs3)c21 (stereo unspecified)
(39) Cn1cnc(S(=O)(=O)NCc2cccs2)c1
(40) Cc1nc(CSc2nnc(C)s2)cs1
assay / entry	33	34	35	36	37	38	39	40
p53ts 32C kill	1%	13%	0%	3%	1%	7%	4%	22%
Peg3 imprint	-22%	x	-15%[10.9 µM]	-2%	-10%[10.9 µM]	0%	-10%	-16%
p53ts 39C kill	-4%	30%	-14%	1%	-5%	-6%	-5%	-2%
IkB signaling	u	x	u	u	-0.9%	u	-0.9%	-1.8%

(41) CCOc1ccc(-c2nnc(NC(=O)CCCOc3cccc(C)c3)o2)cc1
(42) O=c1c(-c2ccccc2)nc2cnc(N3CCOCC3)nc2n1CCc1ccccc1
(43) COc1ccc(N2CCN(S(=O)(=O)c3cccc4cccnc34)CC2)cc1
(44) CC(=O)OC[C@H]1O[C@@H](ON=C(C)C)[C@H](OC(C)=O)[C@@H](OC(C)=O)[C@H]1OC(C)=O
(45) Cc1cccc2sc(NC(=O)CN(C)S(=O)(=O)c3ccc(Br)s3)nc12
(46) CCOc1ccccc1C(=O)N(Cc1sccc1C)C1CCS(=O)(=O)C1 (stereo unspecified)
(47) C=CCn1c(SCc2nc3ccccc3[nH]2)nnc1-c1ccccn1
(48) C=CC[C@H](N)C(=O)O
assay / entry	41	42	43	44	45	46	47	48
p53ts 32C kill	-18%	-4%	-9%	-11%[9.22 µM]	4%	0%	16%	7%
Peg3 imprint	-37%[inhibitor]	2%	19%	x	-19%	12%[10.9 µM]	-2%	-8%
p53ts 39C kill	-25%	-8%	-16%	0%[9.22 µM]	-4%	-6%	8%	15%
IkB signaling	17%	-0.3%[11.4 µM]	9.5%	x	u	u	-0.3%	-4.4%

(49) Cc1cc(C)c2c(n1)sc1c(=O)n(-c3ccccc3C(F)(F)F)nnc12
(50) O=C1C/C(=C/NCc2ccccc2)C(=O)N1
(51) Cc1c(-c2nsc(NC(=O)c3cccc(Cl)c3)n2)nnn1-c1ccccc1C(F)(F)F
(52) COc1ccc(CN(C)CC(=O)c2c(N)n(Cc3ccccc3)c(=O)n(C)c2=O)c(OC)c1
(53) O=C(NCc1ccco1)C1Cc2ccccc2CN1S(=O)(=O)c1ccccc1F (stereo unspecified)
(54) CS(=O)(=O)N(Cc1ccccc1)c1ccc(C(=O)Nc2ccc(Cl)cc2)cc1
(55) COc1ccc(NC(=O)c2ccco2)cc1NC(=O)C(C)Oc1ccc(Cl)cc1Cl (stereo unspecified)
(56) CCOC(=O)c1c(NC(=O)COc2ccc(Br)cc2)sc2c1CCCC2
assay / entry	49	50	51	52	53	54	55	56
p53ts 32C kill	-4%	-8%	15%	-4%	-3%	10%	-3%	15%
Peg3 imprint	u	-3%	12%[10.9 µM]	-16%	-34%[inhibitor]	-19%[10.9 µM]	-13%[10.9 µM]	-13%[10.9 µM]
p53ts 39C kill	13%	4%	-2%	-5%	8%	-11%	-2%	-6%
IkB signaling	-2.2%	-2.1%	u	-0.3%	u	5.0%	u	-4.8%

Three compounds from above, sorted by length of the SMILES, falling:
(56) CCOC(=O)c1c(NC(=O)COc2ccc(Br)cc2)sc2c1CCCC2
(16) Cn1cccc1C(=O)OCc1csc(-c2ccccc2)n1
(50) O=C1C/C(=C/NCc2ccccc2)C(=O)N1
assay / entry	56	16	50
p53ts 32C kill	15%	u	-8%
Peg3 imprint	-13%[10.9 µM]	-91%[inhibitor]	-3%
p53ts 39C kill	-6%	u	4%
IkB signaling	-4.8%	u	-2.1%

Taken from above.
p53ts 32C kill with CCOC(=O)c1c(NC(=O)COc2ccc(Br)cc2)sc2c1CCCC2 is entered as 15%
p53ts 39C kill with O=C(NCc1ccco1)C1Cc2ccccc2CN1S(=O)(=O)c1ccccc1F (stereo unspecified) is entered as 8%
IkB signaling with Cc1cc(C)c2c(n1)sc1c(=O)n(-c3ccccc3C(F)(F)F)nnc12 is entered as -2.2%
p53ts 32C kill with Cc1c(-c2nsc(NC(=O)c3cccc(Cl)c3)n2)nnn1-c1ccccc1C(F)(F)F is entered as 15%
p53ts 32C kill with CS(=O)(=O)N(Cc1ccccc1)c1ccc(C(=O)Nc2ccc(Cl)cc2)cc1 is entered as 10%
p53ts 39C kill with COc1ccc(CN(C)CC(=O)c2c(N)n(Cc3ccccc3)c(=O)n(C)c2=O)c(OC)c1 is entered as -5%

Following part.
(57) COc1cc2cc3c4c(cc(OC)c(OC)c4c2cc1OC)CCN3C
(58) CCCOc1ccc(CC(=O)NCc2ccco2)cc1OC
(59) Cc1cc2oc(=O)cc(C)c2cc1NC(=O)CCC(=O)O
(60) Cc1ccc(S(=O)(=O)N2CCCC(C(=O)NCC3COCCO3)C2)cc1 (stereo unspecified)
(61) COc1ccc(NC(=O)CSc2nc3nc(C)c(Cc4ccc(C)cc4)c(C)n3n2)cc1OC
(62) CC1=C(C)C(=O)N(c2ccc(C(=O)O)cc2)C1=O
(63) CCc1ccc(C(=O)c2cn(CC(=O)Nc3ccc4c(c3)OCO4)c3ccc(OC)cc3c2=O)cc1
(64) CCC1CN(C(=O)N2CCC(C(=O)NCCc3ccc(OC)cc3OC)CC2)c2cc(C)ccc2O1 (stereo unspecified)
assay / entry	57	58	59	60	61	62	63	64
p53ts 32C kill	32µM*	2%	-5%	17%	11%	9%	-1%	6%
Peg3 imprint	-47%[inhibitor]	-12%	-10%	-9%	-14%[10.9 µM]	11%	-4%[10.9 µM]	-22%[10.9 µM]
p53ts 39C kill	32µM*	10%	-5%	-5%	-29%	3%	-3%	-16%
IkB signaling	3.4%[11.4 µM]	3.0%	0.4%	0.4%	-1.4%	0.2%	u	1.6%

(65) CCOC(=O)C1=C(C)NC(=O)NC1c1ccc(OCC(=O)OC)c(OC)c1 (stereo unspecified)
(66) COc1cccc(CNC(=O)C(=O)Nc2ccc3nc4n(c(=O)c3c2)CCCCC4)c1
(67) CCCc1cc(=O)[nH]c(Nc2ccc(C)c(O)c2)n1
(68) CC(C)NC(=O)c1ccc(-c2ccccc2C(F)(F)F)o1
(69) Cc1cc(C(=O)CNCc2ccco2)c(C)n1-c1ccc(F)cc1
(70) COCc1nc2ccccc2n1Cc1ccc(Br)cc1
(71) CCOC(=O)c1c(NC(=O)c2ccc(S(=O)(=O)N(C)C)cc2)sc2c1CCN(C)C2
(72) CCN(CCCNC(=O)CCc1nc(-c2ccc(OC)cc2)no1)c1cccc(C)c1
(73) CCN=C1S/C(=C\c2cn(C(C)=O)nc2-c2ccccc2)C(=O)N1CC
(74) COCCN1Cc2cccc(C(=O)Nc3cccc(OC)c3)c2C1=O
(75) COc1cc(/C=N/O)ccc1OCc1ccc(C(=O)O)cc1
assay / entry	65	66	67	68	69	70	71	72	73	74	75
p53ts 32C kill	9%	-7%	3%	-8%	u	7%	3%	-7%	8%	4%	8.9µM*
Peg3 imprint	0%	4%[10.9 µM]	7%[10.9 µM]	-6%	-16%	-16%	-4%[10.9 µM]	-14%	x	-6%	x
p53ts 39C kill	9%	-4%	-5%	5%	u	-18%	-2%	-9%	22%	-4%	8.9µM*
IkB signaling	-1.9%	2.6%	-1.1%	-1.9%	u	-1.9%	-0.3%	0.2%	x	-0.6%	x
